Compound activity (PubChem)
TR SRC2 fluor cs – Texas Red fluorescence interference in TRb-SRC2 counter-screen | AID 1479 | TRb/SRC2 Texas Red total fluorescence interference | hit rate 0.29% among 280,000 | Potency, µM (titrated, usually from 106 µM), without a hit: top-dose fluorescence change, negative = quenching; active = well fitted curve in either direction with a large enough effect; inconclusive = small, poorly fitted or top-dose-only effect; note: % is set by controls: 0 for no effect and ±100 for the full control effect
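Human TRβ ligand-binding domain (0.6 uM) and Texas Red SRC2 peptide (20 nM) in Tris buffer with 1 uM T3 and 5% DMSO were incubated with pinned compound for 5 hr at ambient temperature. Total fluorescence was computed as S + 2P (555/632 nm).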
Tau fluor cs – counter-screen for tau fibril formation inhibitors; tau K18 P301L Alexa594 fluorescence, heparin fibrillization; hit rate 0.93% among 280,000; AID 1463; Potency, µM (doses to about 57.7 µM), without a hit: top-dose activity change, negative = decrease; note: % is set by controls: 0 for no effect and ±100 for the full control effect; nearly all actives have a fitted effect of over 55% in size
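Human K18 P301L tau (15 uM unlabeled plus 0.24 uM Alexa 594-labeled, final) in 100 mM sodium acetate pH 7 was mixed with compound and 20 uM heparin and incubated 6 hr at 37 C.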
HTT ATP protect – Huntington cell model cytoprotection by ATP luminescence. hit rate 0.14% among 230,000. PC12 HTT-Q103 induced, cytoprotection, ATP luminescence, 40 h. Potency, µM (titrated, usually from 56.4 µM), inactives show cytoprotection (ATP increase), usual class: activators;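 note: % of control where 0% means no effect; nearly all actives have a fitted effect of over 45% in size; toxic huntingtin expression switched on by the ecdysone agonist tebufenozide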
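Compounds added alongside 100 nM tebufenozide, which induces toxic Q103 huntingtin exon 1-GFP in stable PC12 cells; surviving cells quantified by luminescent ATP measurement. Medium: phenol red-free DMEM, 5% equine and 5% calf serum.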
L3MBTL1 block – inhibitors of human L3MBTL1; AID 485360; Q9Y468; hit rate 0.66% among 230,000; AlphaScreen L3MBTL1–H3K9me1 peptide binding; Potency, µM (doses to about 57.1 µM), for the others: at the highest dose activity, negative = inhibition, usual class: inhibitors; note: % is set by controls: 0 for no effect and ±100 for the full control effect; nearly all actives have a fitted effect of over 60% in size
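First, the protein-peptide complex forms for 30 min at room temperature (L3MBTL1 50 nM, biotinylated H3K9me1 peptide 75 nM). Next, compounds are pin-transferred and incubated 30 min. Finally, AlphaScreen beads are added and read after 30 min.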
RECQ1 helicase – blocks DNA unwinding by human RECQ1 | P46063 | RECQ1 DNA unwinding, red fluorescence kinetic read | Potency, µM (doses to about 57.3 µM), inactives show top-dose activity, negative = inhibition, actives largely listed as inhibitors | hit rate 0.54% among 240,000 | AID 2549;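 note: plate controls were vehicle for no effect and no enzyme for full effect; nearly all actives have a fitted effect of over 30% in size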
Target sequence (P46063 whole entry, looked up): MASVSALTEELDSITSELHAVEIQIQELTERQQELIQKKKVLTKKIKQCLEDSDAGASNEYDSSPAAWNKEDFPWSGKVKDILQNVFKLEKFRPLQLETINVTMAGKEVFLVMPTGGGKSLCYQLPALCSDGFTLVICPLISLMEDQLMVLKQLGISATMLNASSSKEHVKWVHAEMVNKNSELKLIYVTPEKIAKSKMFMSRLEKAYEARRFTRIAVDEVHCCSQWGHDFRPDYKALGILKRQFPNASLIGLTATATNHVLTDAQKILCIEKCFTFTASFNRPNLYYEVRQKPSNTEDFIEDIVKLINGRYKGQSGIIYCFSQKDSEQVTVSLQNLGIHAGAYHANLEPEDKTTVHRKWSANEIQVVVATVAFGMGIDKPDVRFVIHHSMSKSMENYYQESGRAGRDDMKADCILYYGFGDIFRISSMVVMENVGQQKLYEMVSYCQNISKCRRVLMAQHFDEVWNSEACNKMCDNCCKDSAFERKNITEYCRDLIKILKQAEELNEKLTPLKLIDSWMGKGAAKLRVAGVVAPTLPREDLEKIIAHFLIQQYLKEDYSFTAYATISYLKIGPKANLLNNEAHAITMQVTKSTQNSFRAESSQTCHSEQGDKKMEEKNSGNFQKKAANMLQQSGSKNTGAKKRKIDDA
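RECQ1T1 50 nM; forked duplex (20 bp + 30-nt ss tails) 200 nM, ATP 2 mM final; pH 8.0, 2 mM MgCl2, 2.5 ug/ml poly(dI-dC); 15 min compound preincubation; discontinuous kinetic read over 2 h at RT.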
Tau fibril FP – tau fibrillization inhibition (FP); K18 P301L tau heparin fibrillization, Alexa594 FP, 6 h; hit rate 0.39% among 280,000; P10636; AID 1468; Potency, µM (highest dose often 57.7 µM), for the others: top-dose activity, negative = inhibition, most hits filed as inhibitors; note: % is set by controls: 0 for no effect and ±100 for the full control effect; nearly all actives have a fitted effect of over 55% in size
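FP of Alexa 594-tau after heparin (20 uM) induction. Substrate: human K18 P301L, 15 uM unlabeled, 0.24 uM labeled. Buffer 100 mM sodium acetate pH 7. 6 hr, 37 C.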
Tau ThT inhib – inhibitors of human tau fibril formation, thioflavin T binding; recombinant tau K18 P301L (four-repeat tau fragment), heparin-induced fibrillization, ThT fluorescence; P10636; hit rate 2.1% among 270,000; AID 1460; Potency, µM (titrated, usually from 57.4 µM), for inactives: top-dose activity, negative = inhibition, usual class: inhibitors; note: % is set by controls: 0 for no effect and ±100 for the full control effect; nearly all actives have a fitted effect of over 55% in size
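K18 P301L tau (15 uM + 0.24 uM Alexa 594-tagged), heparin 20 uM, NaOAc pH 7, 6 h 37 C; ThT 30 uM, 1 h RT, ex 450/em 510 nm.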
TRb SRC2 PPI – TRbeta-SRC2 interaction inhibition; P10828; Potency, µM (doses to about 106 µM), for the others: top-dose activity change, negative = inhibition, usual class: inhibitors; TRbeta-SRC2 peptide binding, fluorescence polarization; receptor liganded with 1 µM T3; hit rate 0.065% among 280,000;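 note: plate controls were bound peptide for no effect and peptide without receptor for full effect; nearly all actives have a fitted effect of over 50% in size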
Target sequence (P10828 whole entry, looked up): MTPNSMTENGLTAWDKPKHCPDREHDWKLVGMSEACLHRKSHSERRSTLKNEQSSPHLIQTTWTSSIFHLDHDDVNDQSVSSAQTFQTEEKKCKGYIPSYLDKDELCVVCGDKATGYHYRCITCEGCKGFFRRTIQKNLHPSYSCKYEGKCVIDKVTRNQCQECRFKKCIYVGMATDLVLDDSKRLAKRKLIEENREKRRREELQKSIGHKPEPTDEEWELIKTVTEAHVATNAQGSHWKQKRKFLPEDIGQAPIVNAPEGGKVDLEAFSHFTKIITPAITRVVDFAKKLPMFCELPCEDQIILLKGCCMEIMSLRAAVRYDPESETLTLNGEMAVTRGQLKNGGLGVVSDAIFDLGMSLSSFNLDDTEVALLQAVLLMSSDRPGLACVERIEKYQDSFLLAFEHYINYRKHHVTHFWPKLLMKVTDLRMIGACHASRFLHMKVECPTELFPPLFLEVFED
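Compounds were added to 0.6 uM TRb ligand-binding domain and 20 nM Texas Red-labeled SRC2 peptide in Tris buffer containing 1 uM T3, incubated 5 hr at ambient temperature, then read by fluorescence polarization.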
* hit, by the source's call; [ ] = remark or other dose. Unless noted, calls come from the whole dose curve; as a rule, active = well fitted curve in the direction sought with a large enough effect; inconclusive = small, poorly fitted or top-dose-only effect, or another doubt; inactive = no such curve, though single readings can be large; an effect the other way counts as inactive or inconclusive. Potency is the fitted concentration of half-maximal effect. These rows are one share of the data, so the mix of outcomes need not match the whole.

C=CCOC(=O)C(C#N)c1nc2ccccc2nc1N1CCN(Cc2ccc3c(c2)OCO3)CC1 (centres undefined) was read as TR SRC2 fluor cs 4%, Tau fluor cs -24%, HTT ATP protect -28%[0.074 µM], RECQ1 helicase 6%, Tau fibril FP 1%, Tau ThT inhib inconclusive and TRb SRC2 PPI -10%.
CCOC(=S)SCC(=O)Nc1nccs1 was read as TR SRC2 fluor cs 2%, Tau fluor cs -11%, HTT ATP protect -13%[10 µM], L3MBTL1 block 14%, RECQ1 helicase 15%, Tau fibril FP -10%, Tau ThT inhib inconclusive and TRb SRC2 PPI 0%.
Screening Cn1cc(C(=O)c2ccc(Cl)cc2Cl)cc1C=O returned TR SRC2 fluor cs 0%, Tau fluor cs 3%, HTT ATP protect 18%[10 µM], L3MBTL1 block 13%, RECQ1 helicase inactive, Tau fibril FP 4%, Tau ThT inhib -1% and TRb SRC2 PPI -2%.
`COc1ccccc1CNC(=O)C1CC(c2ccccc2F)=NO1` (centres undefined) gave TR SRC2 fluor cs 0%, Tau fluor cs -8%, HTT ATP protect -2%[10 µM], RECQ1 helicase inactive, Tau fibril FP 6%, Tau ThT inhib -8% and TRb SRC2 PPI -4%.
For COc1ccc(C)cc1Nc1c2c(nc3nc(-c4cccs4)nn13)CCCC2 the results were TR SRC2 fluor cs -1%, Tau fluor cs 7%, Tau fibril FP 0%, Tau ThT inhib 1% and TRb SRC2 PPI 7%.
For CCOc1ccccc1NC(=O)CCc1c(C)nc2c3cccnc3nn2c1C the results were TR SRC2 fluor cs -2%, Tau fluor cs -2%, Tau fibril FP 9%, Tau ThT inhib 2% and TRb SRC2 PPI 7%.
Screening Cn1cc(Br)c(C(=O)NC2C3CC4CC(C3)CC2C4)n1 (centres undefined) returned TR SRC2 fluor cs -1%, Tau fluor cs -1%, HTT ATP protect -4%[10 µM], L3MBTL1 block -3%, RECQ1 helicase 7%, Tau fibril FP 6%, Tau ThT inhib 3% and TRb SRC2 PPI 13%.
For Cn1c(/C=C/c2ccccc2)nc2ccccc21 the results were TR SRC2 fluor cs -5%, Tau fluor cs -16%, HTT ATP protect -66%[inhibitor][10 µM], L3MBTL1 block 43%[activator], RECQ1 helicase -4%, Tau fibril FP -5%, Tau ThT inhib inconclusive and TRb SRC2 PPI 0%.
For CCOC(=O)c1cnn(Cc2cccc(Cl)c2)c1C the results were TR SRC2 fluor cs 0%, Tau fluor cs -11%, HTT ATP protect -5%, RECQ1 helicase -8%, Tau fibril FP -1%, Tau ThT inhib -8% and TRb SRC2 PPI -10%.
`CCOC(=O)c1ccc(NC(=O)Cn2ncc3c(C)n(Cc4ccccc4F)c(C)c3c2=O)cc1` gave TR SRC2 fluor cs 0%, Tau fluor cs -14%, Tau fibril FP -15%, Tau ThT inhib 0% and TRb SRC2 PPI -3%.
CCOc1ccc(N/C(=N/c2nc(C)cc(C)n2)NC(C)=O)cc1 was read as TR SRC2 fluor cs -4%, Tau fluor cs 0%, HTT ATP protect -11%[10 µM], RECQ1 helicase 3%, Tau fibril FP 9%, Tau ThT inhib -7% and TRb SRC2 PPI 0%.
Cc1ccc(S(=O)(=O)N2CCN(CC(=O)N/N=C/c3cc([N+](=O)[O-])ccc3Cl)CC2)cc1 was read as TR SRC2 fluor cs -1%, Tau fluor cs inconclusive, HTT ATP protect 1%[10 µM], L3MBTL1 block -5%, RECQ1 helicase -7%, Tau fibril FP 14%, Tau ThT inhib inconclusive and TRb SRC2 PPI -1%.
Screening COC(=O)C1=C(C)NC2=C(C(=O)CCC2)C1c1ccc(-c2ccsc2C(=O)OC)o1 (centres undefined) returned TR SRC2 fluor cs -6%, Tau fluor cs inconclusive, HTT ATP protect -5%[10 µM], L3MBTL1 block -2%, RECQ1 helicase -18%, Tau fibril FP -6%, Tau ThT inhib inconclusive and TRb SRC2 PPI 2%.
Screening Cc1ccc(S(=O)(=O)NNC(=S)Nc2cccc(F)c2)cc1 returned TR SRC2 fluor cs -3%, Tau fluor cs -9%, HTT ATP protect 29%[10 µM], L3MBTL1 block -8%, RECQ1 helicase inactive, Tau fibril FP -9%, Tau ThT inhib -10% and TRb SRC2 PPI -8%.
`COCCn1c(Cc2ccccc2)nnc1SCC(=O)Nc1ccccc1` gave TR SRC2 fluor cs 0%, Tau fluor cs -3%, HTT ATP protect 6%[10 µM], L3MBTL1 block 0%, RECQ1 helicase inactive, Tau fibril FP -4%, Tau ThT inhib -3% and TRb SRC2 PPI 0%.
COc1ccc(C(=S)NCS(=O)(=O)c2ccc(C)cc2)cc1 was read as TR SRC2 fluor cs 0%, Tau fluor cs -7%, L3MBTL1 block -2%, RECQ1 helicase -9%, Tau fibril FP 11%, Tau ThT inhib inconclusive and TRb SRC2 PPI -1%.
`O=c1c2ccccc2n(Cc2ccccc2Cl)c(=O)n1CCc1ccccc1` gave TR SRC2 fluor cs -32%, Tau fluor cs -13%, Tau fibril FP -8%, Tau ThT inhib -5% and TRb SRC2 PPI 5%.
For CC(C)CCn1c(=O)c2sccc2n2c(CCCC(=O)Nc3ccc(F)c(Cl)c3)nnc12 the results were TR SRC2 fluor cs -2%, Tau fluor cs inconclusive, Tau fibril FP -11%, Tau ThT inhib inconclusive and TRb SRC2 PPI -1%.
Cc1cc2oc3c(c(=O)c2cc1C)C1(C(=O)N(C)c2ccccc21)N(CCO)C3=O (centres undefined) was read as TR SRC2 fluor cs -12%, Tau fluor cs -7%, Tau fibril FP -4%, Tau ThT inhib -2% and TRb SRC2 PPI 5%.
COC(=O)c1c(SC)nc2ccccc2c1OCc1ccc(C)cc1C was read as TR SRC2 fluor cs -1%, Tau fluor cs -3%, Tau fibril FP inconclusive, Tau ThT inhib -15% and TRb SRC2 PPI -9%.
`CSC1=C(C#N)C(CC(C)C)C2=C(CCCC2=O)N1` (centres undefined) gave TR SRC2 fluor cs 4%, Tau fluor cs -2%, HTT ATP protect -7%[0.074 µM], L3MBTL1 block 7%, RECQ1 helicase 3%, Tau fibril FP 0%, Tau ThT inhib -1% and TRb SRC2 PPI -4%.
CCCCCCNC(=O)c1cc(-c2ccco2)nc2ccccc12 was read as TR SRC2 fluor cs -5%, Tau fluor cs -7%, HTT ATP protect -15%[10 µM], L3MBTL1 block 14µM*, RECQ1 helicase inactive, Tau fibril FP 3%, Tau ThT inhib -17% and TRb SRC2 PPI -13%.
For Cc1ccc(NC(=S)NC2CC3CCC(C2)N3Cc2ccco2)c(C)c1 (centres undefined) the results were TR SRC2 fluor cs -3%, Tau fluor cs 3%, HTT ATP protect 1%[10 µM], L3MBTL1 block -5%, RECQ1 helicase -14%, Tau fibril FP 9%, Tau ThT inhib -5% and TRb SRC2 PPI -3%.
For O=C(NCCN1CCOCC1)c1cc(Sc2ccccc2Cl)nc2ccccc12 the results were TR SRC2 fluor cs -1%, Tau fluor cs -21%, HTT ATP protect 26%[10 µM], L3MBTL1 block 2%, RECQ1 helicase -13%, Tau fibril FP -1%, Tau ThT inhib -8% and TRb SRC2 PPI 2%.
COc1ccc(/C=C(\NC(=O)c2ccc(C)cc2)C(=O)Nc2c(C)n(C)n(-c3ccccc3)c2=O)cc1 was read as TR SRC2 fluor cs -8%, Tau fluor cs 4%, HTT ATP protect 8%[10 µM], L3MBTL1 block 2%, RECQ1 helicase inactive, Tau fibril FP 12%, Tau ThT inhib 2% and TRb SRC2 PPI -1%.
Screening O=C(O)c1cccc(CSc2nnc(COc3ccccc3)o2)c1 returned TR SRC2 fluor cs -1%, Tau fluor cs 0%, HTT ATP protect -15%, L3MBTL1 block 2%, RECQ1 helicase 12%, Tau fibril FP 8%, Tau ThT inhib -12% and TRb SRC2 PPI -5%.
`COc1ccccc1CNC(=O)c1ccc(Cn2c(SCc3ccccc3)nc3cccnc32)cc1` gave TR SRC2 fluor cs inconclusive, Tau fluor cs inconclusive, Tau fibril FP 0%, Tau ThT inhib -17% and TRb SRC2 PPI -6%.
O=C(NCc1ccncc1)Nc1ccc(F)cc1 was read as TR SRC2 fluor cs -1%, Tau fluor cs 9%, HTT ATP protect -8%, L3MBTL1 block -2%[11.4 µM], RECQ1 helicase inactive, Tau fibril FP -1%, Tau ThT inhib 6% and TRb SRC2 PPI 1%.
O=C(NC1CCCC1)C1C2C=CC(C2)C1C(=O)N1CCOCC1 (centres undefined) was read as TR SRC2 fluor cs -2%, Tau fluor cs 3%, HTT ATP protect -14%, L3MBTL1 block 0%, RECQ1 helicase -2%, Tau fibril FP 1%, Tau ThT inhib -3% and TRb SRC2 PPI -3%.
For Cc1ccc2c(Cl)c(C(=O)Nc3ccc4c(c3)OCO4)sc2c1 the results were TR SRC2 fluor cs 1%, Tau fluor cs -12%, L3MBTL1 block -3%, RECQ1 helicase -2%, Tau fibril FP 7%, Tau ThT inhib inconclusive and TRb SRC2 PPI -2%.
For CNC(=O)COC(=O)c1ccc(OCC(=O)Nc2ccccc2OC)c(OC)c1 the results were TR SRC2 fluor cs -1%, Tau fluor cs -3%, HTT ATP protect -11%, RECQ1 helicase -3%, Tau fibril FP -10%, Tau ThT inhib -3% and TRb SRC2 PPI -4%.
For CN(C)S(=O)(=O)N1CCN(c2cc(Cl)ccc2Cl)CC1 the results were TR SRC2 fluor cs -1%, Tau fluor cs 3%, HTT ATP protect 23%, L3MBTL1 block -10%, RECQ1 helicase 7%, Tau fibril FP -1%, Tau ThT inhib -2% and TRb SRC2 PPI -13%.
CC1CCN(c2nc3c(c(=O)n(C)c(=O)n3C)n2Cc2ccccc2)CC1 was read as TR SRC2 fluor cs -3%, Tau fluor cs 2%, HTT ATP protect 3%[10 µM], L3MBTL1 block 0%, RECQ1 helicase inconclusive, Tau fibril FP 15%, Tau ThT inhib -1% and TRb SRC2 PPI 0%.
